Screening data as filed in PubChem.
Pf growth 96h: Primary qHTS for delayed death inhibitors of the malarial parasite plastid, 96 hour incubation | AID 504834, 2011 | Potency, µM (series often up to 28.7 µM), without a hit: at the highest dose activity change, negative = inhibition, most hits filed as inhibitors | 320,000 tested, 6.9% active | P. falciparum luciferase reporter growth, 96 h; note: potency is the fitted concentration of half-maximal effect; % is set by controls: 0 for no effect and ±100 for the full control effect
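Cell-based qHTS: luciferase-tagged P. falciparum in erythrocytes (2% hematocrit, 0.05% parasitemia final) incubated with compounds for 96 hours, 37 C, 5% CO2; luciferase detection reagent then added and luminescence measured.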
HCV inh: qHTS Assay for Inhibitors of Hepatitis C Virus (HCV); Huh7.5.1 HCVcc-Cre infection, luciferase reporter, 44 h; Potency, µM (titrated, usually from 41.8 µM), without a hit: at the highest dose activity change, negative = inhibition, usual class: inhibitors; 340,000 tested, 3.4% active; note: potency is the fitted concentration of half-maximal effect; % is set by controls: 0 for no effect and ±100 for the full control effect
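HCVcc-Cre virus at an moi near 0.5 was added right after compound to cells cultured 4 h from seeding (1,000 cells/well). Luciferase activity was determined 44 h later, 15 min after substrate addition at RT.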
Shiga inhibitor: A qHTS for Small Molecule Inhibitors of Shiga Toxin; Vero cells, Shiga toxin protein synthesis inhibition reporter; 290,000 tested, 9.2% active; inhibition, % at 38.7 µM; in the data active = inhibition mostly above about 28%, no sharp cut-off; inactive = mostly below about 43%; note: 0% is about no effect
Cycloheximide cs: Cycloheximide Counterscreen for Small Molecule Inhibitors of Shiga Toxin; cell reporter, cycloheximide protein synthesis inhibition counterscreen; max response, %; 300,000 tested, 12% active; in the data active = max response mostly above about 13%, no sharp cut-off; inactive = mostly below about 14%; note: read at 38.3 µM for the half of the compounds with a filed dose; 0% is about no effect
Pf growth 48h: Primary qHTS for delayed death inhibitors of the malarial parasite plastid, 48 hour incubation | 310,000 tested, 5.9% active | AID 504832, 2011 | P. falciparum luciferase growth in erythrocytes, 48 h | Potency, µM (top dose mostly 28.7 µM), for the others: at the top dose activity change, negative = inhibition, usual class: inhibitors; note: potency is the fitted concentration of half-maximal effect; % is set by controls: 0 for no effect and ±100 for the full control effect
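Luminescence readout; reporter = integrated firefly luciferase in P. falciparum. RBC culture at 2% hematocrit, 0.1% parasitemia final, 37 C/5% CO2; decreased signal taken as growth inhibition.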
Giardia FBPA inh: qHTS Assay for Inhibitors of Fructose-1,6-bisphosphate Aldolase from Giardia Lamblia; A8B2U2; purified Giardia FBPA; Potency, µM (titrated, usually from 59.6 µM), for the others: at the highest dose activity, negative = inhibition, usual class: inhibitors; 290,000 tested, 0.71% active; AID 2451, 2010; note: potency is the fitted concentration of half-maximal effect; % is set by controls: 0 for no effect and ±100 for the full control effect; nearly all actives have a fitted effect of over 55% in size
Target sequence (A8B2U2 whole entry, looked up): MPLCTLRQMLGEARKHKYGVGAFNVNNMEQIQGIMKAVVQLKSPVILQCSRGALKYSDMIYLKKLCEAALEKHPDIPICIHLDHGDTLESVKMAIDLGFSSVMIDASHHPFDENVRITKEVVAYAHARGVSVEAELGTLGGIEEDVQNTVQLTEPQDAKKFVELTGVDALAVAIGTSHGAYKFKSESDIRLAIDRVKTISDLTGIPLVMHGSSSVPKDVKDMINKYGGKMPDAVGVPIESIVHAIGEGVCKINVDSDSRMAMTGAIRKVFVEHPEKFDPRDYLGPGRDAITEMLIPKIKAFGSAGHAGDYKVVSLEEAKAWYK
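Giardia FBPA (40 nM reagent) was preincubated 10 min at RT with compound (up to 57.5 uM final), then substrate plus GAPDH/TPI/NAD/arsenate coupling system with diaphorase/resazurin was added; resorufin fluorescence (525/598 nm) was read after 20 min.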
* hit, by the source's call; i = inactive; ? = inconclusive; . = not tested or not shown; & = joins results of further samples; [ ] = another dose, or the depositor's remark. Unless noted, calls come from the whole dose curve; as a rule, active = well fitted curve in the direction sought with a large enough effect; inconclusive = small, poorly fitted or top-dose-only effect, or another doubt; inactive = no such curve, though single readings can be large; an effect the other way counts as inactive or inconclusive. This is a random part of the collection; any-hit rate near 24%.

SMILES	Pf growth 96h	HCV inh	Shiga inhibitor	Cycloheximide cs	Pf growth 48h	Giardia FBPA inh
Cn1c(=O)c(C(=O)Nc2ncccc2O)c(O)c2ccccc21	?	-9%	58	18	150%[activator]	8.9µM*
CCc1ccc(NC2=NC(C(=O)NC3CCCCC3)CC(=O)N2)cc1 (stereo not drawn)	.	-3%	-13	1	4%	-1%
Cc1nc2scc(C)n2c(=O)c1S(=O)(=O)N1CCN(c2ccc(F)cc2)CC1	4%	2%	-6	0	11%	.
CCCNS(=O)(=O)c1ccc(CCC(=O)Nc2ccc3c(c2)OCO3)cc1	37%[activator]	-6%	10	-2	?	1%
CC(C)NC(=O)C(C)Oc1ccc(S(=O)(=O)NCc2ccc3c(c2)OCO3)cc1 (stereo not drawn)	38%[activator]	-12%	.	-2	?	3%
CCN(CC)C(=O)c1ccc(NC(=O)c2cccc(S(=O)(=O)N3CCN(C)CC3)c2)cc1	?	-1%	-6	6	?	.
COc1cc2c(=O)n(CCC(=O)NCC3CCCO3)c(=O)n(CC(=O)c3ccc(Cl)cc3)c2cc1OC (stereo not drawn)	36%[activator]	2µM*	-7	-1	-2%	0%
O=C(NCCCN=C1NS(=O)(=O)c2ccccc21)c1ccc(Cl)cc1	?	21%	-5	-7	3%	3%
COCCN(C(=O)CCCC(=O)Nc1ccccn1)C(C(=O)NC1CCCC1)c1ccc(C)cc1 (stereo not drawn)	?	18%	-5	-4	?	0%
CCC1CCCCN1Cc1nc2ccccc2c(=O)n1CC(C)=O (stereo not drawn)	?	15%	75*	34*	?	14%
Fc1cccc(NC(=S)NCCN2CCOCC2)c1	-40%	32%[activator]	-8	-1	-1%	0%
CC(=O)C(C(c1ccccc1)c1c[nH]c2ccccc12)[N+](=O)[O-] (stereo not drawn)	-9%	?	-12	-4	-18%	15%
CN(Cc1ccc(F)cc1)C(=O)c1ccc(NS(=O)(=O)c2ccc3[nH]c(=O)[nH]c3c2)cc1	-6%	2%	.	.	-21%	.
Cc1cc(C)cc(NC(=O)CSc2ccc(-c3cccs3)nn2)c1	?	?	-6	-2	-16%	0%
COc1ccc(NC(=O)c2ccco2)cc1NC(=O)c1c(OC)cccc1OC	2.3µM*	0%	0	-3	-6%	4%

Retrieved by structure from above, 5 records:
SMILES	Pf growth 96h	HCV inh	Shiga inhibitor	Cycloheximide cs	Pf growth 48h	Giardia FBPA inh
COCCN(C(=O)CCCC(=O)Nc1ccccn1)C(C(=O)NC1CCCC1)c1ccc(C)cc1 (stereo not drawn)	?	18%	-5	-4	?	0%
CC(=O)C(C(c1ccccc1)c1c[nH]c2ccccc12)[N+](=O)[O-] (stereo not drawn)	-9%	?	-12	-4	-18%	15%
O=C(NCCCN=C1NS(=O)(=O)c2ccccc21)c1ccc(Cl)cc1	?	21%	-5	-7	3%	3%
CCCNS(=O)(=O)c1ccc(CCC(=O)Nc2ccc3c(c2)OCO3)cc1	37%[activator]	-6%	10	-2	?	1%
CCC1CCCCN1Cc1nc2ccccc2c(=O)n1CC(C)=O (stereo not drawn)	?	15%	75*	34*	?	14%

Remaining list, next part.
SMILES	Pf growth 96h	HCV inh	Shiga inhibitor	Cycloheximide cs	Pf growth 48h	Giardia FBPA inh
CCOc1ccc(OCC)c(NC(=O)CN2CCN(c3ccc(C)cc3C)CC2)c1	-8%	-1%&5%	-6	-3	8.3µM*	0%
O=C(COc1ccc(Br)cc1Br)NC1CCCC1	36%[activator]	?	109*	43*	147%[activator]	0%
CC(C)(C)n1ncc2c(=O)n(CC(=O)N3CCCC3)cnc21	18%	-3%	-7	8	-3%	2%
Nc1[nH]nc2nc(N3CCCC3)nc(-c3ccccc3)c12	14%	-10%	-8	-1	-25%	18%
O=C(NCc1ccccc1Br)c1ccco1	-3%[5.75 µM]	1%	19	0	1%	1%
Cc1nn(C)cc1C=NCCOCc1ccccc1	-11%	18%	-8	0	17%	2%
O=[N+]([O-])c1ccccc1N/N=C/c1cccc(O)c1O	442%[activator]	-28%	115*	30*	217%[activator]	-4%
O=C(NCc1ccccc1)C1CCN(C(=O)NCc2ccccc2)CC1	.	-4%	-1	-2	-13%	-3%
Cc1cc(C)n(CC(O)COc2ccc3ccccc3c2)n1 (stereo not drawn)	24%	-24%	46*	26*	70%[activator]	-3%
O=C(Nc1ccc(C(F)(F)F)cc1)c1cc(S(=O)(=O)NCC2COc3ccccc3O2)ccc1F (stereo not drawn)	?	?	-7	-7	-23%	-3%
O=P(O)(O)O[C@@H]1[C@H](O)[C@H](O)[C@@H](OP(=O)(O)O)[C@H](OP(=O)(O)O)[C@H]1O	.	.	-4	1	.	11%
CN(C(=O)c1cc2ccccc2oc1=O)C1(C)CCS(=O)(=O)C1 (stereo not drawn)	129%[activator]	27%	3	-1	-3%	5%
CCN(CCCNC(=O)C1CCC(=O)N1C(C)C)c1cccc(C)c1 (stereo not drawn)	13%	16%	-18	4	.	-14%
COc1cc(OC)c(NC2=NCCCCC2)cc1Cl	8%	?	-17	7	-11%	-1%
Cc1cccc([C@@H]2[C@@H]3C(=O)N(Cc4ccccc4)C(=O)[C@@H]3[C@]3(Cc4ccc(Cl)cc4)C(=O)N(c4cccc(Cl)c4)C(=O)N23)c1	-22%	10%	.	.	4.1µM*	.
CCOC(=O)[C@H]1[C@H]2COc3ccc(OC)cc3[C@@H]2N2C(=O)CN(Cc3ccc(C)cc3)C(=O)[C@@]12C	3.7µM*	12%	.	.	10µM*	.
CCCn1cnc2c(=S)nc(N)[nH]c21	-22%	41%[activator]	-8	1	?	4.5µM*
CC1CCN(C(=O)c2ccc(NS(=O)(=O)c3ccc4[nH]c(=O)[nH]c4c3)cc2)CC1	-3%	?	.	.	9%	.
O=C(O)c1ccccc1O[C@@H]1O[C@H](C(=O)O)[C@@H](O)[C@H](O)[C@H]1O	.	.	-6	14	.	0%
Cc1nc(-c2ccccc2)cc(N2CCCC2)n1	10%	8.9µM*	23	15	11%	7%
O=C1C2C(C(=O)N1CCN1CCN(Cc3ccc([N+](=O)[O-])cc3)CC1)[C@H]1C=C[C@@H]2C1 (stereo partly drawn)	21%	?	-9	1	-4%	3%
CC(=O)c1ccc(NC(=O)C2CCC(C)(C(=O)O)C2(C)C)cc1 (stereo not drawn)	?	2%	-13	4	13%	6%
Cc1cccc(Nc2nc(C)cc(C)n2)c1	?	-20%	24*	15*	?	?
CCCOc1ccc(-c2c(C(=O)N/N=C/c3ccccc3)nnn2-c2nonc2N)cc1	17%	-11%	8	-1	-9%	-11%
COc1ccc(S(=O)(=O)Cc2ccc(C(=O)N3CCN(c4cccc(C)c4C)CC3)o2)cc1	0%	?	-6	-3	?	-2%
N#Cc1ccc(COc2cccnc2[N+](=O)[O-])cc1	30%[activator]	-8%	11	8	?	.
O=C(COC(=O)c1cnccn1)Nc1ccc(Cl)cc1	-20%	-1%	-1	-1	-1%	0%
COc1cccc(NC(=O)CCNS(=O)(=O)c2cccc3nonc23)c1	-3%	14%	-5	-5	22%	-2%
O=C(O)c1cnn2c1C(=O)N(Cc1cccs1)CC2	?	2%	4	-4	0%	2%
CN1CCN(c2nnc(-c3ccc(Cl)cc3)c3ccccc23)CC1	15%	?	-12	-7	?	2%
CC(NC(=O)OC(C)(C)C)C(=O)Oc1ccc2ccc(=O)oc2c1 (stereo not drawn)	15%	?	27	-5	21%	2%
CCCN(CC1CC1)C(=S)NC(=O)C1CC1	31%[activator]	6%	25	11	10%	-11%
c1ccc2[nH]c(SCCN3CCOCC3)nc2c1	72%[activator]	12%	25	20*	.	2%
CC1Cc2ccccc2N1C(=O)COC(=O)/C=C/c1ccc(F)cc1 (stereo not drawn)	38%[activator]	-13%	.	.	9%	.
Cc1ccc(SCC(=O)OCC(=O)N(CCC#N)c2ccccc2)cc1C	-16%	3%	.	.	-13%	.
COc1cccc(CNc2nc(SC)ncc2CO)c1	?	9%	-3	-1	-10%	1%
CC(=O)Nc1ccc(OCC(O)CN2CCN(c3cccc(Cl)c3)CC2)cc1 (stereo not drawn)	10µM*	-14%&-13%	-5	9	?	3%
CN(Cc1ccc(Cl)cc1Cl)C(=O)CCNC(=O)c1ccco1	?	-13%	.	.	?	.
NC(=O)C1CCN(C(=O)c2cccc(S(=O)(=O)N3CCCC3)c2)CC1	38%[activator]	10%	.	.	28%	.
CC(=O)N1CCN=C1SCc1ccc(C)cc1	-6%	17%	14	-3	13%	0%
CCOC(=O)c1c(NC(=O)C2C3C=CC(C3)C2C(=O)O)sc2c1CC(C)(C)OC2 (stereo not drawn)	?	9%	7	-6	?	11%
CCn1c2ccccc2c2cc(NC(=O)CC(C)=O)ccc21	-26%	13µM*	11	-4	-6%	-2%
Cc1ccccc1CN1CCN(C(=O)c2ccc(F)cc2)CC1	-24%	-1%	-10	1	18%	?
CCCS(=O)(=O)c1nc(S(=O)(=O)c2ccc(C)cc2)c(N2CCC(C)CC2)s1	15µM*	-26%	-2	-3	?	.
O=C(NCc1ccc(Cl)cc1)c1cccc2c1C(=O)N(CC1CCCO1)C2 (stereo not drawn)	-2%	-30%	-2	-2	-4%	-5%
CC(C)CC1NC(=O)N(CC(=O)Nc2ccc3c(c2)CCC3)C1=O (stereo not drawn)	21%	11%	-9	9	-11%	-1%
N#Cc1nc(Cc2ccccc2)oc1N1CCC(Cc2ccccc2)CC1	39%[activator]	-30%	29	-5	-16%	-1%
CCOC(=O)c1[nH]ncc1CN1CCN(Cc2ccc(C)cc2)C(CCO)C1 (stereo not drawn)	?	8%	-9	-2	36%[activator]	3%
CC(NC(=O)c1ccc2c(c1)OCCO2)C(=O)O (stereo not drawn)	.	19%	11	1	-3%	10%
Cn1c(=O)[nH]c(=O)c2c1nc(N1CCN(c3ccccc3)CC1)n2CCSc1ncccn1	10%	-3%	13	-3	.	3%
CCNC(=S)Nc1ccc(N2CCCCC2)cc1	-18%	-24%	34	25*	85%[activator]	-8%
CCN(Cc1ccccc1)C(=O)COC(=O)c1cnc(C)cn1	35%[activator]	9%	-8	8	1%	1%
CC1=CC(=O)C=C(C)C1=NOC(=O)/C=C\c1ccccc1	3%	-14%	-2	-4	-1%	?
COc1ccc(OC)c(CNc2ccc3c(c2)nc(C)n3C)c1	?	-11%	32	9.4*	-20%	-8%
Nc1ccccc1SCC(O)Cn1ccc2ccccc21 (stereo not drawn)	7%	-14%	4	-1	10%	8%
O=S(=O)(c1ccc(SCCO)nc1)N1CCCC1	-22%	14%	-7	-7	-2%	1%
COc1ccc(N(CC(=O)NCc2ccc(C)cc2)S(=O)(=O)c2c(C)nn(C)c2C)cc1	?	9%	-15	-9	-7%	4%
O=C(Nc1ccnn1C1CCN(C/C=C/c2ccccc2)CC1)C1CCCC1	?	-2%	13	6	13µM*	.
O=C(N/N=C/c1ccccc1)c1c(O)c2ccccc2[nH]c1=O	i	?	-1	12	98%[activator]	12%
CN(C)c1ccc(NC(=O)c2ccc(COc3cccc(Cl)c3)o2)cc1	.	-28%	77*	55*	.	-24%
The listing continues:
SMILES	Pf growth 96h	HCV inh	Shiga inhibitor	Cycloheximide cs	Pf growth 48h	Giardia FBPA inh
CCN1CCN(S(=O)(=O)c2cc(C)c(OC)cc2C)CC1	.	11%	-5	-1	28%	0%
COc1ccc([N+](=O)[O-])cc1/C=N/NC(=O)/C(=C\c1cccs1)NC(=O)c1ccccc1	2%	-19%	-16	2	-2%	?
Oc1ccc(C[C@@H]2CNCCN2CC2(c3ccccc3)CC2)cc1	?	?	.	.	?	.
COCc1nnc(NC(C)=O)s1	58%[activator]	17%	-20	1	40%[activator]	3%
O=C(CN1CCOC1=O)N1CCCC(Nc2ccc(F)c(F)c2)C1 (stereo not drawn)	?	15%	14	24*	0%	-8%
